esBAF inh: Bmi1 luciferase reporter increase in mESCs, primary screen, esBAF inhibitor project, mouse ES cells, Bmi1 luciferase knock-in, single point; 24 h; 100% = twice the neutral-well signal; reporter increase, % at 12.5 µM; hit rate 2% among 350,000; AID 602393, 2012; in the data active = activation above about 40%; inconclusive = no clear call, values can overlap the other calls;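 note: 0% = median of the plate's neutral control wells and 100% = double that signal; a rise in the Bmi1 reporter signal indicates esBAF inhibition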
INS-1E GSIS act: GLuc luminescence reporter in INS-1E cells, primary screen for activators of glucose-dependent secretion of insulin | INS-1E GLuc reporter insulin secretion, 2-3 h | activation, % at 16.6 µM | hit rate 0.61% among 370,000 | AID 743287, 2014;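 active = lowest replicate activation of at least 40%, so every replicate reaches that level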;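 note: 0% = median of neutral control wells and 100% = median of IBMX positive control wells; some compounds called inactive have numbers as strong as hits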
ARNT TACC3 PPI: disruptors of ARNT/TACC3 protein interaction, primary screen, biochemical, AlphaScreen, single concentration; Transforming acidic coiled-coil-containing protein 3 (Homo sapiens), Q9Y6A5; AlphaScreen His-ARNT PAS-B/GST-TACC3 binding, luminescence; TACC3 fragment carries E629A point mutation; inhibition, % at 9.99 µM; hit rate 0.66% among 390,000; AID 623870, 2012;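 active = mean inhibition of replicates at least 50% and at least half of replicates each reaching 50%; inconclusive = half or more replicates reach 50% but mean below 50%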;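 note: 0% = complete ARNT plus TACC3 wells and 100% = ARNT alone without TACC3; many hits fall short of the cut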
XiGFP reactiv: activators of inactive X chromosome reactivation, primary screen, imaging, XiGFP fibroblasts, GFP high-content imaging, set 2. XiGFP mouse fibroblasts, % GFP-positive cells imaging, 3 d; cells co-treated with 5-aza-dC sensitizer; scaled so ellipticine positive control = 100%. activation, % at 7.58 µM. hit rate 0.055% among 360,000;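 active = mean normalized replicate activation at least 10% and every replicate at or above 10%; inconclusive = only one of the two criteria met; inactive = mean below 10% and not all replicates reach 10%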;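 note: 0% = median of on-plate neutral control wells and 100% = ellipticine 6 µM median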
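System: XiGFP fibroblasts, SV40-immortalized. Medium: DMEM plus 5-aza-dC sensitizer. Doses: single point. Timing: 3 d treatment, 15 min room-temperature fixation. Control set: ellipticine 6 µM.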
ERAP1 HTS inh: human ERAP1 aminopeptidase inhibitors, primary screen, biochemical, single point, plate reader; hit rate 0.15% among 340,000; AID 652197, 2013; inhibition, % at 10.7 µM; recombinant ERAP1, Leu-AMC fluorescence, 60 min;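 active = mean replicate inhibition of at least 30%, or all replicates individually reaching that 30% level; inactive = mean below 30% and not every replicate reaching it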;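 note: 0% = neutral control wells and 100% = L-leucinethiol positive control wells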
RAD52 inh: RAD52 DNA annealing inhibitors, primary screen, biochemical, FRET, single point, set 2; DNA repair protein RAD52 homolog (Homo sapiens), P43351; AID 651710, 2012; inhibition, % at 18.7 µM; recombinant RAD52 DNA annealing, FRET fluorescence; hit rate 0.46% among 360,000;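 active = every replicate showing at least 50% inhibition; inconclusive = mean inhibition at least 50% but not in every replicate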
Target sequence (P43351 whole entry, looked up): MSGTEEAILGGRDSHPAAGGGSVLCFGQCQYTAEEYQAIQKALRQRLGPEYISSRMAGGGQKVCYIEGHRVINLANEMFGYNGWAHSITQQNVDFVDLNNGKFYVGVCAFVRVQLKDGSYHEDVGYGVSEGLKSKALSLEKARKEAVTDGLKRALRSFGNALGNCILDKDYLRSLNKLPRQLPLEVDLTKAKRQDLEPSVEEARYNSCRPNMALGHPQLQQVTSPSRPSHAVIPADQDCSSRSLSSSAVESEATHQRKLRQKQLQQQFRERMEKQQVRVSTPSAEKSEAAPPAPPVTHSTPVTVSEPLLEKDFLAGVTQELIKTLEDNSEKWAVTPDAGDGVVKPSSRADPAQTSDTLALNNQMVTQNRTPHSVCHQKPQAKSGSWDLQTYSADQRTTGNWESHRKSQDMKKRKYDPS
RAD54 inh: inhibitors of human RAD54 branch migration, primary screen, biochemical, fluorescence, single point | DNA repair and recombination protein RAD54-like (Homo sapiens), Q92698 | RAD54 Holliday junction branch migration, FAM/BHQ fluorescence | inhibition, % at 10.4 µM | hit rate 0.14% among 360,000;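 active = mean normalized replicate activity at least 40 and at least half of replicates scoring 40 or more; inconclusive = only one of the two criteria met; inactive = mean below 40 and under half of replicates reaching 40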;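 note: 0% = median of neutral control wells and 100% = median of positive control wells; inhibitors cause a drop in the FAM fluorescence signal; in these data hits start at about 50%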
F508del corr: F508del CFTR correction, initial screen, CFBE line, single point | AID 720511, 2013 | activity (quench increase), % at 7.58 µM | hit rate 0.36% among 350,000 | CFBE cells, YFP halide quenching; stimulated with forskolin plus potentiator P3; % fluorescence drop versus neutral controls;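 active = mean added fluorescence quench of at least 8% versus neutral control, with both replicates also reaching 8%; inconclusive = only one of the mean or replicate conditions met; inactive = mean below 8% and not both replicates reaching 8%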;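 note: cells transiently co-express mutant CFTR-F508del with the halide-sensitive YFP; corrector assay measuring rescue of mutant channel to the surface after 24 h compound exposure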
Active calls of the source: *; i = inactive; ? = inconclusive; . = no result given; & = joins results of further samples.

SMILES	esBAF inh	INS-1E GSIS act	ARNT TACC3 PPI	XiGFP reactiv	ERAP1 HTS inh	RAD52 inh	RAD54 inh	F508del corr
Cc1ccccc1CC1(CO)CCCN(C(=O)c2ccccc2N(C)C)C1 (centres undefined)	4	2	-3	0.0	4	2	-13	0.7
COc1ccc2oc(C(=O)Nc3nnc(C)s3)c(C)c2c1	-22	53*	-7	0.1	0	-17	8	1.6
O=C1Nc2ccccc2C1Cc1ccc(OC(F)(F)F)cc1 (centres undefined)	-5	.	-4	0.1	5	-21	.	1.5
CN(C)c1ccc(C(=O)OCC(=O)NCCCc2ccccc2)cc1	-5	3	-5	0.0	0	-9	-7	2.2
Cc1noc(C)c1S(=O)(=O)Nc1ccc2c(c1)C(=O)N([C@@H](C)CO)C[C@H](C)[C@@H](CN(C)S(=O)(=O)c1cn(C)cn1)OCCCC[C@H](C)O2	0	29	-8	-0.1	0	3	4	2.1
Cc1cccc(CSc2nnc([C@@H]3CCCN3)o2)c1	.	.	-4	0.0	0	-31	.	1.6
COc1cc(OC)cc(C(=O)Nc2sc3c(c2C(N)=O)CCC3)c1	?	12	-5	0.1	4	-16	12	-1.1
O=C(c1ccc2c(c1)OCO2)N1C[C@@H]2[C@H](c3ccccc31)[C@H](CO)N2C(=O)CC1CC1	-4	3	-4	0.0	-1	-16	-3	0.9
O=C1N=C(N2CCOCC2)S/C1=C\c1cccs1	11	-8	0	0.3	8	-2	0	0.4
CCN(C(=O)c1cccs1)c1nc(-c2ccc(OC)cc2)cs1	.	5	4	0.1	0	-21	.	2.9
O=C(CNC1CCCCCC1)c1cccs1	.	17	2	0.0	0	-12	.	3.1
COc1cc(C(=O)NC(=S)Nc2ccc3c(c2)OCO3)cc(OC)c1OC	.	-1	6	0.0	1	-8	11	1.0
CC(C)(C)[C@H]1C=C(C(=O)O)O[C@@H](OCCCCO)C1	-4	3	-3	0.0	.	.	-6	-0.7
CCCN1[C@H](C(=O)NCC)[C@@H](CO)[C@@H]2Cn3c(ccc(-c4ccc(C(=O)N(C)C)cc4)c3=O)[C@@H]21	-3	13	-3	-0.1	-2	-9	-1	-1.4
C[C@H](CO)NC(=O)c1nc[nH]c1C(=O)N[C@@H](C)c1ccccc1	-5	23	.	-0.1	3	7	-33	-2.0
O=C(CN1C(=O)CSc2ccc(S(=O)(=O)N3CCOCC3)cc21)NCCCN1CCCCC1	2	-1	-5	0.0	1	-9	1	-1.0
CCOc1ccc(S(=O)(=O)NC2CC2)cc1	2	7	-3	0.0	-2	-3	6	0.9
C[C@H](CO)N1C[C@H](C)[C@H](CN(C)CC2CC2)Oc2ccc(NC(=O)CCN3CCOCC3)cc2C1=O	-3&2	7&-4	-13&-3	0.1&0.1	0	9&0	8&-6	-3.7&1.6
O=C(COC(=O)c1cc(Cl)ccc1[N+](=O)[O-])NCc1ccc(Cl)cc1Cl	-3	-19	.	0.2	-1	-8	-7	1.8
CCOC(=O)N1CCN(C(=S)NC(=O)/C=C/c2ccc(C)cc2)CC1	.	2	4	0.0	1	-3	7	2.1
COc1cccc(S(=O)(=O)N2CCCCN3[C@H](CO)[C@@H](c4ccc(C#CC5CC5)cc4)[C@H]3C2)c1	-4	10	23	0.0	-2	-28	5	3.0
O=C(NNC(=O)c1cccs1)c1ccccn1	4	.	.	0.0	4	-8	1	-0.3
Cc1cc(N/N=C/c2ccccc2O)c2ccccc2n1	-29	-3	23	0.2	3	102*	104*	16*
C[C@@H]1CN([C@H](C)CO)C(=O)Cc2cc(NS(=O)(=O)c3ccccc3)ccc2O[C@H]1CN(C)Cc1ccc(Oc2ccccc2)cc1	13	-4	5	0.1	-1	17	-6	0.7
COc1ccc2nc3ccccc3[n+]([O-])c2c1	72*	14	2	0.0	-21	i	-79	-2.0
(cont.)
SMILES	esBAF inh	INS-1E GSIS act	ARNT TACC3 PPI	XiGFP reactiv	ERAP1 HTS inh	RAD52 inh	RAD54 inh	F508del corr
C[C@H]1CN([C@@H](C)CO)C(=O)c2cccc(NC(=O)C3CCOCC3)c2O[C@H]1CN(C)Cc1ccc(Oc2ccccc2)cc1	0	-9	3	0.0	-1	10	-6	-3.5
O=S(=O)(c1ccccc1)N1CCCCN2[C@@H](CO)[C@@H](c3ccc(-c4ccccc4)cc3)[C@@H]2C1	-4	-26	1	0.1	0	-11	7	-2.6
O=C(CN1CCCCC1)N/N=C/c1cccc(Cl)c1	-1	5	-1	0.0	1	-3	-3	-9.0
COc1cc2c(cc1OC)C(C)N(CCc1ccc(Cl)cc1)CC2 (centres undefined)	.	-25	.	0.2	.	-9	-11	-1.9
C[C@@H]1ON(C)[C@H]2C[C@H]3c4cc(Br)ccc4CCN3C[C@@H]12	.	1	.	0.7	0	-11	.	2.9
Cc1ccccc1NC(=O)c1c([N+](=O)[O-])cnn1C	-3	.	-1	0.0	-1	-4	-5	-2.1
COc1ccc(N2CCN(C(=O)C3CC(=O)N(c4ccc(C)cc4)C3)CC2)cc1 (centres undefined)	.	2	-2	0.1	-4	-7	-6	-3.8
CO[C@@H]1CN(C)C(=O)c2ccc(NC(=O)C3CCC3)cc2OC[C@H](C)N(Cc2nccs2)C[C@@H]1C	-4	-9	-10	-0.1	2	5	-8	1.8
CS(=O)(=O)N1CCN(C(=O)c2ccc(Br)s2)CC1	3	2	9	.	.	.	5	.
CN(C)C(/C=C/Nc1cccc([N+](=O)[O-])c1)=C(C#N)C#N	.	9	0	0.0	2	-9	.	-1.8
O=C(NCCC1=CCCCC1)C1CCN(C(=O)c2ccc(Br)cc2)CC1	.	-18	-9	0.1	2	0	.	.
C[C@H]1CN([C@@H](C)CO)C(=O)CCCn2nncc2CO[C@H]1CN(C)C(=O)c1cc(-c2ccccc2)on1	-1&-3	11&6	-6	0.6&-0.1	0&0	0&-12	7&9	0.4&1.1
CO[C@@H]1CN(C)C(=O)c2ccc(NC(C)=O)cc2OC[C@@H](C)N(C(=O)C2CCOCC2)C[C@H]1C	2	-4	4	-0.1	0	-8	-2	0.2
Cc1cccc(C(=O)NCC(=O)N2CCN(S(=O)(=O)c3cc(C)ccc3C)CC2)c1	-3	-18	2	0.1	6	-4	.	0.8
COc1cccc(CCc2nnc(CCC(=O)NCCc3cccc(C)n3)o2)c1	7	5	-13	0.0	-1	-3	8	-0.6
N#Cc1c(-c2ccccc2Cl)cc(-c2ccccc2)nc1Br	.	1	2	-0.1	-1	-12	.	-1.0
O=C(NCC1CCCN1S(=O)(=O)c1cccs1)C(=O)Nc1ccc(F)cc1 (centres undefined)	.	7	0	-0.1	-9	-21	.	1.4
C[C@@H](C(=O)Nc1ccc2ccccc2c1)[C@@H]1C[C@@]1(C)[C@@H](NC(=O)c1cnccn1)c1ccccc1	-9	.	0	0.0	-3	-49	4	-1.8
Cc1nn(CC(=O)NC2CCCCC2)c(C)c1[N+](=O)[O-]	-1	.	.	0.0	-3	-3	3	.
CC(/C=N/Nc1nc(C)cc(C)n1)=C\c1ccc(C(C)C)cc1	28	-17	6	0.0	.	.	0	.
CCCN1C[C@@H](C)[C@@H](OC)CN(C)C(=O)c2cc(NC(=O)NC3CCCCC3)ccc2OC[C@@H]1C	-1	16	1	0.0	0	7	1	-1.0
CN(C)C(=O)N1CCc2ccc([N+](=O)[O-])cc21	.	8	.	0.0	-4	-18	6	-1.0
O=C(Nc1cc(S(=O)(=O)N2CCOCC2)ccc1OCC(F)(F)F)c1ccc(N2CCCC2=O)cc1	4	21	-4	0.9	4	-9	5	0.3
CN(C)S(=O)(=O)c1ccc(C(=O)Nc2nc(-c3ccccc3)c(C(=O)c3ccccc3)s2)cc1	.	-26	7	0.1	.	.	5	.
COc1cc(NC(=O)Cn2cnc(S(=O)(=O)N3CCCCC3)c2)cc(OC)c1OC	4	-2	7	0.0	2	-1	-19	-1.1
(cont.)
SMILES	esBAF inh	INS-1E GSIS act	ARNT TACC3 PPI	XiGFP reactiv	ERAP1 HTS inh	RAD52 inh	RAD54 inh	F508del corr
COC(=O)c1ccc(C(=O)OC)c(NC(=O)COC(=O)c2ccc(OC)c(OC)c2OC)c1	1	14	-1	0.0	.	.	0	.
Cc1ccc(C(=O)NCCNC(=O)c2ccc(F)cc2)cn1	-3	-5	1	0.0	-3	-1	0	1.0
C[C@@H]1CN([C@H](C)CO)S(=O)(=O)c2ccc(C#CC3CC3)cc2O[C@@H]1CN(C)Cc1cccnc1	0	-5	0	2.3	-1	6	-3	-1.5
O=[N+]([O-])c1ccc(Cl)c(CN2CCC(O)CC2)c1	.	27	-2	-0.1	0	-10	.	.
NNC(=O)Cn1c(-c2ccccc2)cc2ccccc21	5	0	0	0.0	-1	-12	0	-2.4
CCCn1c(NC(=O)c2ccco2)nc2ccccc21	-7	15	-16	.	.	.	-4	.
CC(=O)NC(c1cccc(F)c1)c1nc(-c2csc3ccccc23)cs1 (centres undefined)	10	.	.	0.0	1	-19	-16	3.2
CN1C(=O)c2cc(NC(=O)c3cccc(C(F)(F)F)c3)ccc2OC[C@H]2O[C@H](CC(=O)NCCN3CCCC3)CC[C@H]21	3	15	5	0.0	4	13	3	0.1
CN(C)c1nc(N(C)C)nc(N(C#N)CCOc2ccccc2)n1	-11	8	-8	.	.	.	3	.
Cc1ccc(N(C(C)C(=O)Nc2cccc(N(C)S(C)(=O)=O)c2)S(C)(=O)=O)cc1 (centres undefined)	-8	.	-3	0.0	0	-7	.	2.4
Cc1cc(SCC(=O)Nc2ccc(O)cc2)n2nc(C)c(-c3ccccc3)c2n1	-4	6	2	0.1	0	6	10	0.3
Cc1ccc(-c2nc(CS(=O)CC(=O)NC3CC3)c(C)o2)cc1 (centres undefined)	13	5	-6	-0.1	1	-10	-9	-0.8
O=C(NCCc1nc(-c2ccccc2Cl)no1)c1ccccc1	1	-4	-8	0.7	.	.	5	-1.7
CO[C@H]1CN(C)C(=O)c2ccc(NC(C)=O)cc2OC[C@@H](C)N(C(=O)c2ccccn2)C[C@H]1C	-3	-14	13	0.0	2	9	-5	-1.6
CSCCC(C(=O)Nc1c(C)cccc1C)N(Cc1ccccc1)Cc1ccccc1 (centres undefined)	-3	-6	.	0.0	-3	-15	5	4.5
Cc1ccccc1CN1C(=O)CN(S(C)(=O)=O)CC1(C)C(=O)NCc1ccccc1 (centres undefined)	.	6	.	0.1	-1	-2	.	0.9
Cc1ccc(C)c(S(=O)(=O)N2CCN(c3ncnc4sccc34)CC2)c1	-26	.	.	0.1	-2	-50	0	5.2
COc1ccc(NC(=O)[C@@H](NC(N)=O)C(C)C)cc1Cl	.	-9	-1	0.1	-1	-8	.	-3.4
c1ccc2cc(C3CCCCC3)ncc2c1	76*	-1	-12	-0.6	0	-2	6	3.3
C[C@H](CO)N1C[C@H](C)[C@@H](CN(C)C(=O)NC2CCCCC2)Oc2ccc(NS(=O)(=O)c3ccc(Cl)cc3)cc2CC1=O	3	-12	-13	-0.5	-2	10	5	-1.4
